High-throughput results from PubChem.
cardiac RTF act: cardiac RTF calcium sensitivity activators, primary screen, biochemical, IANBD-TnC fluorescence, EC20 calcium | Troponin I, cardiac muscle (Homo sapiens) + Troponin T, cardiac muscle (Homo sapiens) + … | IANBD-labeled TnC RTF fluorescence at EC20 calcium; 0% EC20 calcium, 100% full calcium | activation, % at 7.2 µM | actives 0.24% (n = 340,000) | AID 493008, 2010;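 active = activation above the mean over all tested compounds plus 3 SD, cut at about 30% in these data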;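 also: rise in fluorescence read as greater calcium sensitivity of cardiac thin filaments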
dFosB act: activators of delta FosB homodimer, primary screen, biochemical, fluorescence polarization, TAMRA-CDK5 oligo, single point; Protein FosB (Mus musculus), P13346; purified delta FosB; percent of positive-control signal above neutral wells; activation, % at 25 µM; actives 0.99% (n = 340,000); AID 493131, 2011;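 active = mean activation above about 17%, with every replicate also reaching it, limit read from the data, passing the limit was not always enough; inconclusive = only one of the two conditions met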;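 also: fluorescence polarization rise as delta FosB binds a TAMRA Cdk5 AP-1 oligo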
Target sequence (P13346 whole entry, looked up): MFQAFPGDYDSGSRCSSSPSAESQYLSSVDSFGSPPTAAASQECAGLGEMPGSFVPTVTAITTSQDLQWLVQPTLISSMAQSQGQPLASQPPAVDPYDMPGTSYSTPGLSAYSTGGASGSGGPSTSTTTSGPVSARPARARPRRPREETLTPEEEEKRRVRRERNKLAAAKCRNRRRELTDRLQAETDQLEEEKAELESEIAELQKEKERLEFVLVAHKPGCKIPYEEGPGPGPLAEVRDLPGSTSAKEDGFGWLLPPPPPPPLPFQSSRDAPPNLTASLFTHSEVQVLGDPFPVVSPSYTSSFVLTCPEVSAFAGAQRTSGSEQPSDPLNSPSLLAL
Wnt act: Wnt/beta-catenin pathway activators, primary screen, cell-based, plate reader, single point | activation, % at 9.35 µM | actives 1.2% (n = 300,000) | Wnt/beta-catenin reporter cell assay, activator; in the data active = activation above about 30%, passing the limit was not always enough; inconclusive = no clear call, values can overlap the other calls;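 also: 0% = neutral control wells and 100% = positive control wells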
CDK5 inh: inhibitors of human CDK5/p35 kinase, primary screen, biochemical, single concentration | inhibition, % at 10 µM | actives 0.01% (n = 330,000) | AID 488839, 2010 | Cyclin-dependent kinase 5 (Homo sapiens) + Cyclin-dependent kinase 5 activator 1 (Homo … | Recombinant CDK5/p35, ADP-Glo luminescence, 60 min;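 active = highest replicate inhibition of at least 50% and at least 75% of replicates reaching 50%; inconclusive = only one of the two criteria met; inactive = both criteria failed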;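 also: plate controls were DMSO neutral control for no effect and GW8510 at 10 µM for full effect; many of its hits are not listed in these tables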
SR-BI DiI-HDL act: activators of SR-BI mediated DiI-HDL uptake, primary screen, ldlA[mSR-BI] CHO cells, DiI fluorescence | 3 h; 100 = double the neutral-control signal | activation, % at 12.5 µM | actives 0.096% (n = 320,000);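 active = mean replicate activation of at least 60% and every replicate at or above 60%; inconclusive = mean or all-replicate condition met, but not both; inactive = mean below 60% and not all replicates reaching 60%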;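 also: 0% = median plate neutral-control signal and 100% = twice that signal; values of inactives mirror those of a sister screen read the other way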
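Material – SR-BI-overexpressing, LDLR-lacking CHO cells · Medium – BSA-supplemented, HEPES-buffered Ham's F12, pH 7.4 · Doses – single concentration · Times – compound with DiI-HDL co-incubation, 3 h at 37 °C · Measured by – bottom-read fluorescence, 550/595 nm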
HTR5A ag ctr: HTR5A agonists in luminescence cell assay, primary screen, counter-screen for OPRM1-OPRD1 heterodimer agonist project, full-deck HTS. 5-hydroxytryptamine receptor 5A (Homo sapiens), P47898. cell-based. activation, % at 9.3 µM. actives 0.61% (n = 340,000); in the data active = activation mostly above about 9.5%, no sharp cut-off; inactive = mostly below about 7.6%;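 also: 0% = cells with vehicle only and 100% = reference agonist; strong numbers were not always called active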
Target sequence (P47898 whole entry, looked up): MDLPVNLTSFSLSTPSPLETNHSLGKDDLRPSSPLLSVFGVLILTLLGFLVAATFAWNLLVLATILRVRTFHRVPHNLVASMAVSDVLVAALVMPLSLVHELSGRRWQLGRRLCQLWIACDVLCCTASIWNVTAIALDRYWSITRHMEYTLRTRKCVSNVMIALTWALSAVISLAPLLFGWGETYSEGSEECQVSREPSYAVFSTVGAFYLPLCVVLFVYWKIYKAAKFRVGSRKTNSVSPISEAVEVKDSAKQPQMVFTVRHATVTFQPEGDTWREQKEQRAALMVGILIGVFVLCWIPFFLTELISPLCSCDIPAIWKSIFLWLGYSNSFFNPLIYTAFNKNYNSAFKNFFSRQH
PvdQ acylase: P. aeruginosa PvdQ acylase inhibitors, primary screen, biochemical, fluorescence, plate reader and imaging, single point | PvdQ acylase [Pseudomonas aeruginosa LESB58] | inhibition, % at 10 µM | purified PvdQ acylase | actives 0.063% (n = 340,000) | AID 488965, 2010; in the data active = inhibition above about 30%, passing the limit was not always enough; inconclusive = no clear call, values can overlap the other calls;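 also: 0% = vehicle neutral wells and 100% = reference inhibitor wells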
MITF TRPM1 HTS: activators of MITF-driven TRPM1 promoter reporter, primary screen, cell-based, SK-MEL-5, luciferase, single point; actives 0.75% (n = 300,000); AID 588334, 2011; activation, % at 12.5 µM; SK-MEL-5 TRPM1-promoter luciferase, 24 h; % of positive control, neutral wells = 0;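 active = mean activation of at least 80% with every replicate also reaching 80%; inconclusive = mean reaches 80% but some replicate falls short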;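 also: 0% = neutral control wells and 100% = parthenolide positive control wells; values of inactives mirror those of a sister screen read the other way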
SR-BI HDL uptake: inhibitors of SR-BI mediated HDL lipid uptake, primary screen, ldlA[mSR-BI] cells, fluorescence, single point. actives 0.96% (n = 320,000). ldlA[mSR-BI] CHO cells, DiI-HDL uptake fluorescence, 3 h. Scavenger receptor class B member 1 (Mus musculus), Q61009. inhibition, % at 12.5 µM;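 active = mean replicate inhibition of at least 70% and a set share of replicates each scoring 70 or more; inconclusive = meets just one of the two criteria; inactive = fails both criteria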;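 also: 0% = median of neutral control wells and 100% = median of positive control wells; values of inactives mirror those of a sister screen read the other way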
Rtt109 HAT inh: inhibitors of C. albicans Rtt109/Vps75 HAT, primary screen, biochemical, ThioGlo CoA-SH fluorescence, plate reader. purified Rtt109/Vps75, 4 h. Histone acetyltransferase RTT109 (Candida albicans (strain SC5314 / ATCC MYA-2876)), …. actives 0.16% (n = 330,000). AID 540336, 2011. inhibition, % at 34.9 µM;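 active = inhibition of at least 50% in every replicate; inconclusive = best replicate reaches 50% inhibition but some replicates fall short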
Target sequence (Q5AAJ8 whole entry, looked up): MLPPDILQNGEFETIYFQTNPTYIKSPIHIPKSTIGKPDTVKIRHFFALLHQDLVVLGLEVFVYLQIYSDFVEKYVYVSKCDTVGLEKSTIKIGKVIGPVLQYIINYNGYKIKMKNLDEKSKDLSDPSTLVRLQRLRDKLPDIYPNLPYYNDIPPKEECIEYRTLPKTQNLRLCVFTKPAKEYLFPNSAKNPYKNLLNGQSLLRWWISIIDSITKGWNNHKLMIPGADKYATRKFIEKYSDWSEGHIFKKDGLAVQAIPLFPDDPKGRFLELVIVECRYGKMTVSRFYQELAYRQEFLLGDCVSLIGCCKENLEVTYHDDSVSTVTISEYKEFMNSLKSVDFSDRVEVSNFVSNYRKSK
* marks the source's active call; other numbers are inactive results; u = inconclusive; x = no result given.

SMILES	cardiac RTF act	dFosB act	Wnt act	CDK5 inh	SR-BI DiI-HDL act	HTR5A ag ctr	PvdQ acylase	MITF TRPM1 HTS	SR-BI HDL uptake	Rtt109 HAT inh
COc1ccc(/C=C/C2=Nc3ccccc3NC(C)(C)C2)cc1OC	2	-18	40*	-0.8	x	3	-5	u	x	3
O=C(CSc1nnc(NC(=O)C2CC2)s1)Nc1ccccc1C(F)(F)F	-9	14	0	-1.5	x	1	-9	-12	x	12
CCOC(=O)N1CCN(C(=O)CSc2nnc(CNC(=O)c3c(F)cccc3Cl)o2)CC1	-4	-4	3	-1.0	8	6	-2	-5	-8	0
O=C(OCc1nnc(-c2ccccc2)o1)C1CC(=O)N(c2ccccc2)C1 (stereo not drawn)	3	-3	0	1.3	7	8	-14	-2	-7	5
OC(COc1c(Cl)cc(Cl)cc1Cl)CN1CCCCC1 (stereo not drawn)	0	-5	-10	-3.3	12	2	-10	14	-12	0
COc1ccc(C(=O)[C@H]2[C@H]3C(=O)N(c4ccc(OC(C)=O)cc4)C(=O)[C@H]3C3C=CC=NN32)cc1 (stereo partly drawn)	4	-4	3	0.2	0	-7	1	-13	0	-5
CCC(=O)N1c2ccc(S(=O)(=O)N3CCN(CC)CC3)cc2CC1C (stereo not drawn)	1	0	-1	-0.2	3	-2	6	2	-3	-8
Cc1cc(C(=O)Nc2cccc3cccnc23)ccc1[N+](=O)[O-]	-4	6	8	0.4	-11	-1	-1	5	11	-22
CN(c1ccccc1C(=O)Nc1cccc(C(F)(F)F)c1)S(C)(=O)=O	-5	-8	x	-0.3	-6	1	9	19	6	-4
CN1CCC(OC(=O)COc2ccc(F)cc2)CC1	-1	4	-1	-0.3	19	-1	-21	1	-19	0
Cc1ccccc1NC(=O)c1c(Cl)nc(C)c(Cl)c1C	-1	1	-6	-0.6	17	-8	-17	12	-17	-4
COc1ccc(C2CC(=O)CCN2S(=O)(=O)c2ccc(C)cc2)cc1 (stereo not drawn)	-4	2	-1	4.6	-6	-2	-3	15	6	3
CNC(=S)Nc1ccc([N+](=O)[O-])c(C)c1	3	-10	4	-0.2	0	4	-4	7	0	7
Cc1nnc(SCC(=O)Nc2ccccc2F)n(N)c1=O	2	-9	-2	0.4	8	-3	-8	-3	-8	0
CC(C(=O)NCc1ccccc1)N1C(=O)CN(C)C(=O)c2ccccc21 (stereo not drawn)	1	-5	x	0.7	18	-6	3	-10	-18	-6
COc1ccc(NC(=O)CN(C)CC(=O)Nc2ccc3c(c2)CCC3)cc1	5	-9	-2	1.1	-6	-2	-13	3	6	3
O=C(COC(=O)COc1cccc(C(F)(F)F)c1)NC1CCCC1	9	-1	-2	1.9	-3	-2	-3	3	3	-1
CCN1C[C@@H]2[C@@H]3C(=O)N(C)C(=O)[C@@H]3[C@](Cc3ccccc3)(C1=O)N2C(=O)c1ccc(C)cc1	7	-14	-3	-2.2	14	6	-14	15	-14	8
COc1ccc([C@H]2CC(=O)C=C(c3cc(OC)ccc3OC)C2)cc1	-2	1	-11	0.2	-44	1	16	-31	44	6
Clc1ccc(-n2nnnc2-c2ccccc2)cc1	0	-2	x	-1.0	-13	3	10	2	13	0
O=C(O)[C@H](Cc1ccccc1)NC(=O)N1CCCCCC1	5	-4	-1	-0.9	42	0	-14	-2	-42	9
COc1cccc(NC(=O)c2ccccc2N2C(=O)C3C4C=CC(C5CC45)C3C2=O)c1 (stereo not drawn)	-3	-13	-2	-0.5	5	6	15	-3	-5	7
CS(=O)(=O)N(Cc1ccccc1)c1ccc(C(=O)NCCSCc2ccco2)cc1	0	-8	x	-1.1	x	-1	4	x	x	10
COc1ccccc1C(=O)N/N=C/c1ccc(Cl)s1	-2	-2	-1	2.1	17	-3	-3	19	-17	3
CC(C)C(=O)Nc1ccc(Br)cc1Cl	1	-2	4	0.0	6	-2	-10	7	-6	-12
CSc1ncccc1C(=O)OCC(=O)c1ccccc1	-1	-11	1	1.0	-8	-2	-7	18	8	-12
CCN(CC)S(=O)(=O)c1ccc(N2CCCC2)c(NC(=O)CC(C)(C)C)c1	1	-12	1	0.0	x	2	-10	4	x	7
c1ccc2c(c1)CCCN2c1nc(N2CCOCC2)nc(N2CCOCC2)n1	-6	-11	-1	1.3	-38	-3	-5	-5	38	6
CC(C)Cc1nnc(NC(=O)CCC(=O)Nc2ccc3cn[nH]c3c2)s1	6	1	1	-3.1	-1	-3	-15	x	1	-4
Cc1cccc[n+]1C1C(c2ccccc2)C(C#N)=C(C(=C=[N-])C#N)NC1(O)C1CC1 (stereo not drawn)	2	-6	0	4.2	-14	-10	-2	-8	14	-3
O=C(NCC1CCCO1)c1onc(CSc2ccc(Cl)cc2)c1C(=O)O (stereo not drawn)	-3	-7	-3	0.0	-1	8	-10	10	1	-16
COc1ccc(C(=O)NNC(=S)NC2CCCCC2)cc1OC	4	-3	7	-1.3	10	-8	-4	-2	-10	0
Cc1cccc(NC(=O)Cn2c(=O)oc3cc(S(=O)(=O)N4CCCC4)ccc32)n1	9	-5	-3	-1.6	2	-2	-17	x	-2	-14
O=C(NCc1c(O)ccc2ccccc12)c1ccccc1	-3	-7	0	0.3	20	-4	-13	-6	-20	-3
O=C(COC(=O)c1cc(-c2ccc(Cl)s2)nc2ccccc12)NCc1ccco1	-5	-46	x	0.9	-8	1	-14	5	8	0
COC(=O)Nc1c(-c2ccccc2)nc2ccccn12	-5	-2	x	0.0	6	-3	-11	-7	-6	-16
COc1cc(CC(NC(C)=O)C(=O)NC2CCN(C(=O)C3CC3)CC2)cc(OC)c1 (stereo not drawn)	9	-4	-1	3.2	20	5	-14	-4	-20	1
COc1ccc(CCC(=O)OCC(=O)Nc2ccc(OC)c(OC)c2)cc1OC	-3	-1	1	1.0	x	1	3	1	x	-3
O=C(Nc1cccc(F)c1)C1CCCN(S(=O)(=O)c2cnc[nH]2)C1 (stereo not drawn)	-4	2	0	0.0	25	-2	-14	-5	-25	-2
O=C(CN1C2CCCC1CC(NC(=O)C1CCCCC1)C2)Nc1ccccc1C(F)(F)F (stereo not drawn)	-3	-6	0	-1.2	12	-3	-9	-15	-12	12
CCCCN(C(=O)c1ccc2c(c1)S(=O)(=O)N=C1CCCCCN12)c1c(N)n(CC(C)C)c(=O)[nH]c1=O	-3	6	22	-1.6	10	-3	-8	2	-10	-4
COc1ccc(NC(=O)CSc2nc(C)c3c(c2C#N)CCCC3)cc1	11	-2	2	-0.7	14	3	-25	6	-14	3
COC(=O)c1ccc(C2C(C(=O)c3ccc(C)o3)=C(O)C(=O)N2c2cc(C)on2)cc1 (stereo not drawn)	1	-4	0	1.4	8	2	-5	-7	-8	25
CCC(C(=O)OCC(=O)NC(=O)c1ccccc1OC)c1ccccc1 (stereo not drawn)	-7	-10	2	-0.2	14	3	-12	2	-14	1
Cn1c(C(=O)OC(C(=O)NC2CCCCC2)c2cccnc2)cc2sccc21 (stereo not drawn)	0	7	-8	-1.3	-5	-2	-10	0	5	3
Cc1cc(C(=O)OCC(=O)Nc2cc(C)on2)c2ccccc2n1	2	-8	x	-0.6	33	7	u	x	-33	9
CC(C)N1C(=O)c2ccccc2C1C(=O)NC1CCCCCC1 (stereo not drawn)	7	4	-4	-0.8	7	2	-2	-4	-7	u
Cc1nc2c(C)cccn2c(=O)c1NC(=O)c1cccc2ccccc12	0	-1	0	2.1	22	-4	1	-9	-22	-4
CC(=O)Nc1scc(-c2ccccc2)[n+]1-c1ccc(C)cc1	3	-1	-1	-2.1	17	4	4	3	-17	21
CCN(CC)S(=O)(=O)c1ccc(Oc2cccc(C(C)=O)c2)nc1	6	-6	-10	-0.6	4	4	-10	-9	-4	0
O=C(COC(=O)c1cccc(C(=O)OCC(=O)NC2CCCCC2)n1)NC1CCCCC1	-4	-1	-3	-5.3	24	-2	-25	1	-24	2

Nine of the compounds above, with two lines to a compound:
The line under a structure holds: cardiac RTF act	dFosB act	Wnt act	CDK5 inh	SR-BI DiI-HDL act	HTR5A ag ctr	PvdQ acylase	MITF TRPM1 HTS	SR-BI HDL uptake	Rtt109 HAT inh
COC(=O)c1ccc(C2C(C(=O)c3ccc(C)o3)=C(O)C(=O)N2c2cc(C)on2)cc1 (stereo not drawn)
  1	-4	0	1.4	8	2	-5	-7	-8	25
CCC(C(=O)OCC(=O)NC(=O)c1ccccc1OC)c1ccccc1 (stereo not drawn)
  -7	-10	2	-0.2	14	3	-12	2	-14	1
Cn1c(C(=O)OC(C(=O)NC2CCCCC2)c2cccnc2)cc2sccc21 (stereo not drawn)
  0	7	-8	-1.3	-5	-2	-10	0	5	3
Cc1cc(C(=O)OCC(=O)Nc2cc(C)on2)c2ccccc2n1
  2	-8	x	-0.6	33	7	u	x	-33	9
CC(C)N1C(=O)c2ccccc2C1C(=O)NC1CCCCCC1 (stereo not drawn)
  7	4	-4	-0.8	7	2	-2	-4	-7	u
Cc1nc2c(C)cccn2c(=O)c1NC(=O)c1cccc2ccccc12
  0	-1	0	2.1	22	-4	1	-9	-22	-4
CC(=O)Nc1scc(-c2ccccc2)[n+]1-c1ccc(C)cc1
  3	-1	-1	-2.1	17	4	4	3	-17	21
CCN(CC)S(=O)(=O)c1ccc(Oc2cccc(C(C)=O)c2)nc1
  6	-6	-10	-0.6	4	4	-10	-9	-4	0
O=C(COC(=O)c1cccc(C(=O)OCC(=O)NC2CCCCC2)n1)NC1CCCCC1
  -4	-1	-3	-5.3	24	-2	-25	1	-24	2
